NFkB binder: binds human NF-kappa-B p105 on microarray; Small molecule microarray, anti-His fluorescence binding; calls only; 17,000 tested, 1.3% active; AID 624139;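 active means spot fluorescence over background significantly raised, with a chance value under 7% in all four replicate spots of the compound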;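 further: probe protein is his-tagged human p50 processed subunit at 1 µg/ml; raw spot fluorescence signals with no normalization applied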
Target sequence (P19838 1-433 limits assumed): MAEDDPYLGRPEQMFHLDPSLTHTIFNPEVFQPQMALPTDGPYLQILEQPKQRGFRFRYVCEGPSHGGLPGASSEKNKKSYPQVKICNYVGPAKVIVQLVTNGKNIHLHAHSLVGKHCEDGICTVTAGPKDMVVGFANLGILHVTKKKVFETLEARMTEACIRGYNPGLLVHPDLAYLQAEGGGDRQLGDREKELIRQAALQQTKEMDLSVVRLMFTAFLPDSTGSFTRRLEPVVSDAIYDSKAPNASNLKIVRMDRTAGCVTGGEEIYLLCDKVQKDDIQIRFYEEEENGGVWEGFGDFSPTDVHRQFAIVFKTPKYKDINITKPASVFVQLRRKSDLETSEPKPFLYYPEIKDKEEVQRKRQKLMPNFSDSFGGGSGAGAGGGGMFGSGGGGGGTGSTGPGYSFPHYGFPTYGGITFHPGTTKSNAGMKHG
Calls only; i = inactive; + = active, no number. Only part of the results is shown; rates above refer to the full screens.

SMILES	NFkB binder
CCOC(=O)CC1C(=O)NCCN1C(=O)c1sc2ccccc2c1Cl (stereo not drawn)	i
C[C@H](CO)N1C[C@H](C)[C@@H](CN(C)Cc2ccncc2)Oc2c(NS(C)(=O)=O)cccc2C1=O	i
COC(=O)Nc1nc2ccc(SC(C)C)cc2[nH]1	i
Cc1noc(C)c1S(=O)(=O)N(C)C[C@H]1OCCCC[C@H](C)Oc2ccc(NC(=O)Cc3ccccc3)cc2C(=O)N([C@@H](C)CO)C[C@@H]1C	i
C[C@@H]1CCCCO[C@@H](CN(C)Cc2ccccc2)[C@@H](C)CN([C@@H](C)CO)C(=O)c2cc(NS(=O)(=O)c3cccs3)ccc2O1	i
C[C@@H]1CCCCO[C@@H](CN(C)C(=O)CCCN(C)C)[C@H](C)CN([C@@H](C)CO)C(=O)c2cc(NS(=O)(=O)c3ccccc3)ccc2O1	i
CCc1ccc2c(c1)C(O)(CC(=O)c1ccco1)C(=O)N2 (stereo not drawn)	i
NC(=O)[C@]1(CCS(=O)(=O)c2ccccc2)N=C(c2ccc(OCCCO)cc2)O[C@@H]1c1ccccc1	i
Cc1noc(C)c1NC(=O)N(C)C[C@H]1Oc2ccc(NC(=O)Nc3ccc(F)cc3)cc2CC(=O)N([C@@H](C)CO)C[C@H]1C	i
COc1ccc(NC(=O)Nc2ccc3c(c2)C(=O)N([C@@H](C)CO)C[C@H](C)[C@@H](CN(C)Cc2ccc(-c4ccccc4)cc2)O3)cc1	i
C[C@@H]1CN([C@@H](C)CO)C(=O)Cc2cc(NS(=O)(=O)c3cccs3)ccc2O[C@H]1CN(C)S(=O)(=O)c1ccc(Cl)cc1	i
COC(=O)c1c(NC(=S)Nc2ccn(C)n2)sc(C(=O)N(C)C)c1C	i
CNC[C@H]1OCCCC[C@@H](C)Oc2ccc(NS(=O)(=O)c3ccccc3)cc2C(=O)N([C@H](C)CO)C[C@H]1C	i
COc1ccccc1Nc1ncnc2c1cnn2Cc1ccccc1	i
C[C@@H]1CN([C@@H](C)CO)C(=O)Cc2cc(NC(=O)Nc3cccc4ccccc34)ccc2O[C@@H]1CN(C)Cc1ccc(C(=O)O)cc1	i
COc1ccc(CO[C@H]2O[C@H](CO)[C@@H](O)[C@H](O)[C@H]2NC(C)=O)c2cc(C)oc12	i
CC(C)NC[C@@H](O)COc1cccc2ccccc12	i
CC(C)[C@H](NC(=O)OCc1ccccc1)C(=O)N[C@H](C=O)Cc1ccccc1	i
Cc1noc(C)c1S(=O)(=O)Nc1ccc2c(c1)C(=O)N([C@H](C)CO)C[C@@H](C)[C@@H](CN(C)C(=O)c1ccncc1)OCCCC[C@@H](C)O2	i
Cc1cccc(-n2c(SCC(=O)O)nnc2-c2cccs2)c1C	i
CCOc1ccc(NC(=O)CSc2nc3nc(C)cc(C)n3n2)cc1	i
C[C@@H]1CN([C@@H](C)CO)C(=O)Cc2cc(NC(=O)Nc3ccc(F)cc3)ccc2O[C@H]1CN(C)Cc1ccc(C(=O)O)cc1	i
C[C@@H]1CCCCO[C@@H](CN(C)C)[C@H](C)CN([C@H](C)CO)C(=O)c2cc(NS(C)(=O)=O)ccc2O1	i
COc1ccc(NC(=O)Nc2ccc3c(c2)C(=O)N([C@H](C)CO)C[C@H](C)[C@H](CN(C)S(=O)(=O)c2cccs2)O3)cc1	i
CCCN(C)C[C@H]1OCCCC[C@@H](C)Oc2ccc(NS(=O)(=O)c3ccc(OC)cc3)cc2C(=O)N([C@@H](C)CO)C[C@H]1C	i

Exported field by field: two of the compounds above.
molecule: C[C@@H]1CN([C@@H](C)CO)C(=O)Cc2cc(NC(=O)Nc3cccc4ccccc34)ccc2O[C@@H]1CN(C)Cc1ccc(C(=O)O)cc1
  NFkB binder: i

molecule: COc1ccc(CO[C@H]2O[C@H](CO)[C@@H](O)[C@H](O)[C@H]2NC(C)=O)c2cc(C)oc12
  NFkB binder: i

An excerpt from above in order of SMILES length, high to low:
SMILES	NFkB binder
C[C@@H]1CCCCO[C@@H](CN(C)C(=O)CCCN(C)C)[C@H](C)CN([C@@H](C)CO)C(=O)c2cc(NS(=O)(=O)c3ccccc3)ccc2O1	i
COc1ccc(NC(=O)Nc2ccc3c(c2)C(=O)N([C@@H](C)CO)C[C@H](C)[C@@H](CN(C)Cc2ccc(-c4ccccc4)cc2)O3)cc1	i
C[C@@H]1CN([C@@H](C)CO)C(=O)Cc2cc(NC(=O)Nc3cccc4ccccc34)ccc2O[C@@H]1CN(C)Cc1ccc(C(=O)O)cc1	i
C[C@@H]1CN([C@@H](C)CO)C(=O)Cc2cc(NC(=O)Nc3ccc(F)cc3)ccc2O[C@H]1CN(C)Cc1ccc(C(=O)O)cc1	i
CNC[C@H]1OCCCC[C@@H](C)Oc2ccc(NS(=O)(=O)c3ccccc3)cc2C(=O)N([C@H](C)CO)C[C@H]1C	i
COc1ccc(CO[C@H]2O[C@H](CO)[C@@H](O)[C@H](O)[C@H]2NC(C)=O)c2cc(C)oc12	i
CCOC(=O)CC1C(=O)NCCN1C(=O)c1sc2ccccc2c1Cl (stereo not drawn)	i

Other compounds
SMILES	NFkB binder
C[C@H](CO)N1C[C@H](C)[C@@H](CN(C)C(=O)Nc2ccccc2)Oc2ccc(NC(=O)Nc3ccccc3)cc2CC1=O	i
O=C1c2ccccc2[C@](Cc2ccccc2I)(C(=O)NCc2ccccc2)[C@H](c2ccc(CO)cc2)N1C1CCCCC1	i
CCCNc1ncnc2ccccc12	i
CCCN(C)C[C@H]1OCCCC[C@@H](C)Oc2ccc(NC(=O)NC3CCCCC3)cc2C(=O)N([C@@H](C)CO)C[C@H]1C	i
Nc1[nH]nc2nc3ccccc3nc12	i
O=C(OC[C@@]1(O)[C@H]2[C@H](O[C@@H]3O[C@H](CO)[C@@H](O)[C@H](O)[C@H]3O)OC=C[C@H]2[C@H](O)[C@H]1Cl)c1ccccc1	i
C[C@H]1CN([C@@H](C)CO)C(=O)Cc2cc(NC(=O)C3CC3)ccc2O[C@@H]1CN(C)C(=O)Nc1ccc(F)cc1	i
Cc1noc(C)c1NC(=O)N(C)C[C@H]1OCCCC[C@@H](C)Oc2ccc(NC(=O)CCC(F)(F)F)cc2C(=O)N([C@H](C)CO)C[C@H]1C	i
Cc1noc(C)c1S(=O)(=O)Nc1ccc2c(c1)CC(=O)N([C@H](C)CO)C[C@@H](C)[C@@H](CN(C)C(=O)Nc1ccc(F)cc1)O2	i
C[C@H]1CCCCO[C@@H](CN(C)Cc2ccc3c(c2)OCO3)[C@@H](C)CN([C@@H](C)CO)C(=O)c2cc(NC(=O)Nc3cccc4ccccc34)ccc2O1	i
C[C@@H]1CN([C@@H](C)CO)C(=O)CCCn2cc(nn2)CO[C@@H]1CN(C)Cc1ccc(C(F)(F)F)cc1	i
COC(=O)CCCCCCC(=O)Nc1ccc(C2OC(CN(C)Cc3ccccc3)CC(c3ccccc3)O2)cc1 (stereo not drawn)	i
O=C(Nc1ccc(-c2nc3ccccc3o2)c(O)c1)c1cc(-n2cnnc2)ccc1Cl	i
C[C@@H]1CN([C@@H](C)CO)C(=O)c2cc(NS(=O)(=O)c3ccccc3)ccc2O[C@@H](C)CCCCO[C@@H]1CN(C)Cc1ccccc1	i
CC(C)NC(=O)N(C)C[C@@H]1OCCCC[C@H](C)Oc2ccc(NS(C)(=O)=O)cc2C(=O)N([C@H](C)CO)C[C@@H]1C	i
CC(C)NC(=O)Nc1ccc2c(c1)C(=O)N([C@H](C)CO)C[C@H](C)[C@H](CN(C)S(=O)(=O)c1cn(C)cn1)OCCCC[C@@H](C)O2	i
C[C@@H]1CCCCO[C@H](CN(C)Cc2ccncc2)[C@@H](C)CN([C@H](C)CO)C(=O)c2cc(NS(=O)(=O)c3ccccc3)ccc2O1	i
C[C@@H]1CN([C@H](C)CO)C(=O)Cc2cc(N(C)C)ccc2O[C@@H]1CN(C)Cc1ccncc1	i
C[C@H](CO)N1C[C@H](C)[C@H](CN(C)S(=O)(=O)c2cccs2)Oc2ccc(NC(=O)C3CCCCC3)cc2CC1=O	i
CCc1ccc(C(Nc2ccccn2)c2cc(Cl)c3cccnc3c2O)cc1 (stereo not drawn)	i
Cc1ccc(S(=O)(=O)N(C)C[C@@H]2Oc3ccc(NC(=O)C4CCCCC4)cc3CC(=O)N([C@H](C)CO)C[C@@H]2C)cc1	i
COC(=O)c1sc(NC(=O)COc2ccc(C(C)C)cc2)c(C#N)c1C	i
CCO[C@@H]1OC(C(=O)NCc2ccccc2)=C[C@H](C)[C@H]1CCCO	i
O=C1CS(=O)(=O)C(c2ccccc2)N1c1cccc(Cl)c1 (stereo not drawn)	i
C[C@H]1CN([C@@H](C)CO)C(=O)c2cccc(N(C)C)c2O[C@H]1CN(C)Cc1ccc(C(F)(F)F)cc1	i
Carrying on.
SMILES	NFkB binder
COc1cccc2c1C(c1ccc3c(c1O)C(=O)CC(C)C3O)OC2=O (stereo not drawn)	i
C[C@@H]1CN([C@H](C)CO)C(=O)Cc2cc(N(C)C)ccc2O[C@H]1CN(C)C(=O)Nc1ccccc1	i
CC(C)NC(=O)Nc1ccc2c(c1)C(=O)N([C@@H](C)CO)C[C@@H](C)[C@@H](CN(C)S(=O)(=O)c1ccccc1)OCCCC[C@@H](C)O2	i
COc1ccc(NC(=O)CCCN2C(=O)c3ccccc3C2=O)c(OC)c1	i
CNC[C@@H]1OCCCC[C@@H](C)Oc2ccc(NS(=O)(=O)c3ccccc3)cc2C(=O)N([C@H](C)CO)C[C@H]1C	i
C[C@@H]1CCCCO[C@H](CN(C)C(=O)CCC(F)(F)F)[C@H](C)CN([C@@H](C)CO)C(=O)c2cc(NC(=O)CCC(F)(F)F)ccc2O1	+
CS(=O)(=O)N(CC(=O)Nc1ccc(F)c(F)c1)c1ccccc1F	i
C[C@H](CO)N1C[C@H](C)[C@H](CN(C)Cc2ccc(Oc3ccccc3)cc2)Oc2c(NC(=O)Nc3cccc4ccccc34)cccc2C1=O	i
C[C@H](CO)N1C[C@H](C)[C@H](CN(C)C(=O)C2CC2)OCc2cn(nn2)CCCC1=O	i
CC1=COC(O[C@@H]2O[C@H](CO)[C@@H](O)[C@H](O)[C@H]2O)C2C1CC(O)C2CO (stereo partly drawn)	i
O=C(NCCCO)c1nc2ccccc2s1	i
CNC[C@H]1Oc2ccc(NC(=O)c3ccncc3)cc2CC(=O)N([C@@H](C)CO)C[C@@H]1C	i
O=C(CC1(O)C(=O)N(Cc2ccc(Cl)cc2)c2ccc(Cl)cc21)c1ccc2c(c1)OCCO2 (stereo not drawn)	i
COC(=O)CCCCCCC(=O)Nc1ccc(C2OC(CSc3ccccn3)CC(c3ccccc3)O2)cc1 (stereo not drawn)	i
FC(F)(F)c1cc(CO[C@H]2CCCN[C@H]2c2ccccc2)cc(C(F)(F)F)c1	i
O=C(CN1C(=O)C2C3C=CC(C4CC34)C2C1=O)Nc1ccc(Oc2ccccc2)cc1 (stereo not drawn)	i
CNC[C@@H]1Oc2ccc(NC(=O)CCCN(C)C)cc2C(=O)N([C@@H](C)CO)C[C@@H]1C	i
C=C1C(=O)O[C@@H]2/C=C(/C)CC/C=C(/C=O)C[C@@H](OC(=O)CC(C)C)C12 (stereo partly drawn)	i
Cc1ccc(C)c(NC(=O)C(C)n2nc(C)c([N+](=O)[O-])c2C)c1 (stereo not drawn)	i
COc1ccc(NC(=O)N(C)C[C@H]2Oc3c(NS(=O)(=O)c4cccs4)cccc3C(=O)N([C@H](C)CO)C[C@@H]2C)cc1	i
C[C@@H]1CN([C@@H](C)CO)C(=O)c2cccc(NS(=O)(=O)c3cn(C)cn3)c2O[C@H]1CN(C)Cc1ccc2c(c1)OCO2	i
COc1c(CO)c(O)cc2c1C(=O)c1ccccc1C2=O	i
CNC[C@H]1Oc2c(NS(=O)(=O)c3cn(C)cn3)cccc2C(=O)N([C@@H](C)CO)C[C@@H]1C	i
C[C@H]1CCCCO[C@H](CN(C)C(=O)CCC(F)(F)F)[C@@H](C)CN([C@@H](C)CO)C(=O)c2cc(NC(=O)CCC(F)(F)F)ccc2O1	i
O=C(COc1ccccc1Cl)Nc1cccc(NC(=O)c2ccco2)c1	i
More entries
SMILES	NFkB binder
C[C@@H]1CCCCO[C@@H](CN(C)Cc2ccc(C(=O)O)cc2)[C@H](C)CN([C@H](C)CO)C(=O)c2cc(NS(C)(=O)=O)ccc2O1	i
C[C@H](CO)N1C[C@H](C)[C@H](CN(C)C(=O)Nc2ccc(F)cc2)Oc2ncc(C#CCN(C)C)cc2C1=O	i
O=C(CSc1nnc(-c2ccccc2O)n1-c1ccccc1)Nc1ccc(N2CCOCC2)cc1	i
Cc1noc(C)c1NC(=O)N(C)C[C@@H]1Oc2ccc(NS(=O)(=O)c3cccs3)cc2C(=O)N([C@H](C)CO)C[C@H]1C	i
C[C@H](CO)N1C[C@H](C)[C@@H](CN(C)C(=O)NC2CCCCC2)Oc2ccc(NS(=O)(=O)c3ccccc3)cc2C1=O	i
C[C@@H]1CN([C@@H](C)CO)C(=O)c2cccc(NS(=O)(=O)c3ccccc3)c2O[C@@H]1CN(C)C(=O)Nc1ccc(C(F)(F)F)cc1	i
COc1ccc(OC)c(S(=O)(=O)NCC2CCCO2)c1 (stereo not drawn)	i
C[C@H](CO)N1C[C@H](C)[C@H](CN(C)C)Oc2ccc(NC(=O)C3CC3)cc2C1=O	i
O=C(NCc1ccc(F)cc1)[C@H]1C[C@H]2C(=O)N[C@@H](Cc3ccccc3)C(=O)N2[C@H]1c1cccc(OCCO)c1	i
CCN1CCOC(CC(=O)Nc2ccc3c(c2)OCCO3)C1=O (stereo not drawn)	i
C[C@H](CO)N1C[C@H](C)[C@@H](CN(C)Cc2ccc(C(=O)O)cc2)Oc2ccc(NC(=O)Cc3cn(C)c4ccccc34)cc2CC1=O	i
C[C@H](CO)N1C[C@H](C)[C@H](CN(C)Cc2ccc3c(c2)OCO3)Oc2ccc(NC(=O)Nc3ccc4c(c3)OCO4)cc2CC1=O	i
C[C@H](CO)N1C[C@H](C)[C@H](CN(C)C(=O)NC2CCCCC2)Oc2c(NC(=O)NC3CCCCC3)cccc2C1=O	i
Cc1noc(C)c1S(=O)(=O)N(C)C[C@H]1Oc2ccc(NS(C)(=O)=O)cc2CC(=O)N([C@@H](C)CO)C[C@H]1C	i
CC(=O)O[C@H]1[C@H](Oc2cc(O)cc(O)c2C(=O)c2cccc(O)c2)O[C@H](CO)[C@@H](OC(=O)c2ccccc2)[C@@H]1O	i
